# Screening results from PubChem.
# Tau ThT inhib: tau fibrillization inhibition (ThT binding); P10636; recombinant tau K18 P301L, heparin-induced fibrillization, ThT fluorescence; Potency, µM (highest dose often 57.4 µM), for the others: at the highest dose activity, negative = inhibition, usual class: inhibitors; hit rate 2.1% among 270,000; also: % is scaled to controls: 0 for no effect and ±100 for the full control effect; nearly all actives have a fitted effect of over 55% in size
# Target sequence (P10636 561-689 P618L limits assumed): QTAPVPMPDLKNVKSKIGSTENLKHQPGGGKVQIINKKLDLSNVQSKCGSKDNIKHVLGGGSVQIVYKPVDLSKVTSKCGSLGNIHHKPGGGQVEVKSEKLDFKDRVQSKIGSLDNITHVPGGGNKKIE
#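 Tau K18 P301L fragment (15 uM unlabeled plus 0.24 uM Alexa 594-labeled) in 100 mM sodium acetate pH 7 with compound, fibrillization induced by 20 uM heparin for 6 hr at 37 C. Thioflavin T (30 uM) added, fluorescence read after 1 hr (ex 450, em 510 nm).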
# Tau fluor cs: counter-screen for tau fibril formation inhibitors; tau K18 P301L (four-repeat tau fragment) Alexa594 fluorescence, heparin fibrillization; Potency, µM (highest dose often 57.7 µM), for inactives: top-dose activity change, negative = decrease; hit rate 0.93% among 280,000; also: % is scaled to controls: 0 for no effect and ±100 for the full control effect; nearly all actives have a fitted effect of over 55% in size
#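 Human K18 P301L tau (15 uM unlabeled plus 0.24 uM Alexa 594-labeled, final) in 100 mM sodium acetate pH 7 was mixed with compound and 20 uM heparin and incubated 6 hr at 37 C.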
# GAA inh: alpha-glucosidase (human) inhibition; AID 1466; Potency, µM (doses to about 76.9 µM), inactives show top-dose activity change, negative = inhibition, actives largely listed as inhibitors; P10253; purified human GAA, 4-MU-alpha-glucoside fluorescence; hit rate 0.005% among 200,000;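 also: plate controls were uninhibited enzyme wells for no effect and no-enzyme background for full effect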
#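 Human alpha-glucosidase, 4 nM, pre-mixed with test compounds before 400 uM 4-methylumbelliferyl substrate; 20 min room temperature at pH 5.0. Fluorescence read after pH 10 stop; AC50 values from Hill-equation fits.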
# GAA spleen mod: lysosomal alpha-glucosidase (human) modulation. P10253. human spleen homogenate, 4-MU-alpha-glucoside fluorescence. Potency, µM (highest dose often 79.9 µM), without a hit: at the top dose activity change, negative = inhibition, most hits filed as inhibitors. hit rate 0.006% among 240,000. AID 2112;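 also: 0% = enzyme with vehicle and -100% = no enzyme basal signal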
#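 Human spleen homogenate (1 ug) incubated with compounds and 1 mM 4-methylumbelliferyl-alpha-D-glucopyranoside in pH 5.0 citrate/phosphate buffer, 37 C, 40 min. Stopped at pH 10; 4-MU fluorescence (Ex 365/Em 440 nm); AC50 by Hill fit.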
# HTT cytoprotect: protects HTT-Q103 PC12 cells, measured by ATP. PC12 HTT-Q103 induced, cytoprotection, ATP luminescence, 40 h. Potency, µM (highest dose often 56.4 µM), without a hit: cytoprotection (ATP increase), most hits filed as activators. hit rate 0.14% among 230,000. AID 1471;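 also: % of control where 0% means no effect; nearly all actives have a fitted effect of over 45% in size; toxic huntingtin expression switched on by the ecdysone agonist tebufenozide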
#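 Compounds added alongside 100 nM tebufenozide, which induces toxic Q103 huntingtin exon 1-GFP in stable PC12 cells; surviving cells quantified by luminescent ATP measurement. Medium: phenol red-free DMEM, 5% equine and 5% calf serum.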
# Tau fibril FP: inhibitors of human tau fibril formation. hit rate 0.39% among 280,000. Potency, µM (highest dose often 57.7 µM), for the others: at the top dose activity, negative = inhibition, actives largely listed as inhibitors. K18 P301L tau heparin fibrillization, Alexa594 FP, 6 h; also: % is scaled to controls: 0 for no effect and ±100 for the full control effect; nearly all actives have a fitted effect of over 55% in size
#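 FP of Alexa 594-tau after heparin (20 uM) induction. Substrate: human K18 P301L, 15 uM unlabeled, 0.24 uM labeled. Buffer 100 mM sodium acetate pH 7. 6 hr, 37 C.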
# GAA glycogen mod: alters human alpha-glucosidase cleavage of glycogen; Potency, µM (doses to about 76.4 µM), without a hit: at the top dose activity change, negative = inhibition, hits mostly inhibitors; hit rate 0.38% among 300,000; recombinant GAA, glycogen substrate, Amplex Red glucose oxidase fluorescence; AID 2100; P10253;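 also: 0% = full enzyme reaction and -100% = no-enzyme basal signal; the screen sought inhibitors and activators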
#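 Recombinant enzyme (4 nM final) with compounds titrated up to 77 uM and bovine liver glycogen (30 ug) in citrate pH 5.0, 0.01% Tween-20, 37 C 40 min. Released glucose detected by Amplex Red/glucose oxidase (Ex 573/Em 610); AC50 from Hill fits.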
# aGal spleen mod: alpha-galactosidase A (human) modulation; P06280; human spleen homogenate, 4MU-alpha-Gal fluorescence, 40 min; Potency, µM (titrated, usually from 80 µM), for inactives: at the highest dose activity change, negative = inhibition, most hits filed as inhibitors; hit rate 0.008% among 240,000; AID 2107;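 also: 0% = enzyme with vehicle and -100% = no enzyme basal signal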
# Target sequence (P06280 32-429 limits assumed): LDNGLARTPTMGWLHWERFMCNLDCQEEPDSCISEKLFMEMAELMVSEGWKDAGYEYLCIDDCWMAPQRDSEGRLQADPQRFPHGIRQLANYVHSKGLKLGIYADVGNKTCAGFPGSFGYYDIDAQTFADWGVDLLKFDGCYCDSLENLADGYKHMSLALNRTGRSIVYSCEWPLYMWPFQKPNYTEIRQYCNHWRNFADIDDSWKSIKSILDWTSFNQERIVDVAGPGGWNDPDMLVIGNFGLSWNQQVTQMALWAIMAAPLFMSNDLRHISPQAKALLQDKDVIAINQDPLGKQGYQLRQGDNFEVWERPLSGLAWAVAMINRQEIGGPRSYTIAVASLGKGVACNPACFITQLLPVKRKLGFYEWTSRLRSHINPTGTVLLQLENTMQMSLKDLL
#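 Spleen homogenate 1 ug + cpd (titration) + 4-MU-alpha-D-galactopyranoside 1 mM; 37C 40 min; 50 mM citrate/phosphate pH 5.0, 0.01% Tween-20; stop pH 10; fluorescence 365/440; AC50 via Hill.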
# * = called active by the depositor; ? = inconclusive; . = not tested or not shown; & = joins results of further samples; [ ] = another dose, or the depositor's remark. Calls follow the shape of the dose curve; as a rule, active = well fitted curve in the direction sought with a large enough effect; inconclusive = small, poorly fitted or top-dose-only effect, or another doubt; inactive = no such curve, though single readings can be large; an effect the other way counts as inactive or inconclusive. Potency is read from the fitted curve at half-maximal effect. A portion of the library, so the mix of outcomes need not match the whole.
# Values run as follows: Tau ThT inhib, Tau fluor cs, GAA inh, GAA spleen mod, HTT cytoprotect, Tau fibril FP, GAA glycogen mod, aGal spleen mod
- CCOC(=O)c1nc2ccccc2c(=O)n1-c1ccc(C)cc1C
  5%, -5%, -1%, 0%, 20%[10 µM], 3%, 0%, 9%
- CCN(CC)CCOC(=O)C(O)(c1ccccc1)c1ccccc1
  -10%&-8%, -8%&-11%, 0%[15.4 µM], -8%&0%&-5%, -18%, -9%&5%, 5%, -4%&7%&8%
- CCOC(=O)C1C2NC(=O)N(Cc3ccccc3)C1(C)Oc1c(OC)cccc12 (centres undefined)
  1%, -11%, -4%, 5%, 5%, -13%, -2%, 7%
- CN1CC[C@@]23CCCC[C@@H]2[C@@H]1Cc1ccc(O)cc13
  4%, -2%, -5%[15.4 µM], -7%, -4%[1.9 µM], 2%, 3%, 9%
- CCOP(=O)(OCC)C(O)c1cccnc1 (centres undefined)
  0%, 3%, ., 4%, 14%[10 µM], 3%, -5%, 4%
- CC(C)OP(=O)(O)NC(=O)c1ccccc1
  0%, -4%, -4%, ., -26%, -2%, 8%, -2%
- C/C(=N\N(C)c1ccccc1)c1c(O)[nH]c(=O)[nH]c1=O
  3%, 12%, -4%, -2%, 5%[10 µM], 2%, -2%, 1%
- CCOC(=O)C1=C(N)Oc2c(c(=O)oc3ccccc23)C12C(=O)N(C)c1ccccc12 (centres undefined)
  -3%, -6%, -5%, 7%, -15%[0.074 µM], 7%, -5%, 1%
- CC1(C)C(O)CC(O)[C@]2(C)C1CC(O)[C@]1(C)C2CC[C@@]2(C)C(c3ccoc3)CC3OC312 (some centres undefined)
  -2%, -3%, ., 1%, ?, 1%, ., -4%
- O=C1NC(=O)C2(Cc3ccccc3N3CCCC32)C(=O)N1c1ccc(Cl)cc1 (centres undefined)
  ?, -6%, -9%, 2%, -19%[0.074 µM], ?, -6%, -9%
- O=C(CN1CC=C(c2ccccc2)CC1)NC(=O)NC1CCCCC1
  ?, -17%, -8%, 5%, -32%, -17%, 13%, -1%
- CCOP(=O)(OCC)C(C)(C)NC(=O)C(Cl)(Cl)Cl
  4%, 2%, -12%, -5%, 5%, -1%, 5%, -6%
- COc1ccc(CCCc2nnc(SCC(=O)Nc3ccc(C)c(C)c3)o2)cc1
  ?, -17%&-23%, -2%, -4%, 11%, -4%&-4%, -8%[76.3 µM], 3%
- CCC(C)OC(=O)c1c(N)n(Cc2cccs2)c2nc3ccccc3nc12 (centres undefined)
  ?, ?, ?, 27%, -14%, ?, -16%, ?
- CC(=O)OC1CC2C(C)(C)C(O)C=C[C@@]2(C)C2CC[C@]3(C)C(=CC(=O)OC3c3ccoc3)[C@]12C (some centres undefined)
  35µM*, -14%, ., 7%, ?, ?, ., 8%
- [N-]=[N+]=NCc1cn2cccnc2n1
  5%, 8%, 2%, -2%, -10%[10 µM], 4%, -4%, 3%
- Cc1cc(NC(=O)CCC(=O)N2CCC3(CC2)OCCO3)no1
  17%, 10%, -5%, -3%, -6%, 8%, 15%, -6%
- O=C(CCCOc1ccc(Cl)cc1Cl)N1CCC2(CC1)OCCO2
  ?, -7%, -7%, 6%, -9%, 8%, -9%, 5%
- CC(C)(C)NC(=O)NC(=O)CN1CC=C(c2ccccc2)CC1
  -11%, -7%, 0%, 7%, -16%, 1%, 8%, -1%
- C=CCn1c(O)c(C(C)=NCCN2CCOCC2)c(=O)[nH]c1=O
  -19%, -7%, 2%, 1%, -11%[0.074 µM], 4%, -3%, -9%

# Of the compounds above, 2 have an aryl methoxy group:
# Values run as follows: Tau ThT inhib, Tau fluor cs, GAA inh, GAA spleen mod, HTT cytoprotect, Tau fibril FP, GAA glycogen mod, aGal spleen mod
- CCOC(=O)C1C2NC(=O)N(Cc3ccccc3)C1(C)Oc1c(OC)cccc12 (centres undefined)
  1%, -11%, -4%, 5%, 5%, -13%, -2%, 7%
- COc1ccc(CCCc2nnc(SCC(=O)Nc3ccc(C)c(C)c3)o2)cc1
  ?, -17%&-23%, -2%, -4%, 11%, -4%&-4%, -8%[76.3 µM], 3%

# New compounds follow.
# Values run as follows: Tau ThT inhib, Tau fluor cs, GAA inh, GAA spleen mod, HTT cytoprotect, Tau fibril FP, GAA glycogen mod, aGal spleen mod
- S=C1NC2(CCCCC2)NC12CCCCC2
  -8%, -7%, -1%, 2%, -6%[10 µM], 0%, 10%, 3%
- Cc1nn(Cc2ccccc2)c(C)c1C(=O)OCC(=O)Nc1ccccc1SCC#N
  -12%, -13%, -11%, 5%, -16%[10 µM], 6%, -13%, 7%
- CCC(C)n1c(O)c(C=NCc2cccnc2)c(=O)[nH]c1=S (centres undefined)
  -3%, -8%, ., -1%, -24%[10 µM], -4%, -9%, -5%
- CC(=O)C1CCC2C3CCC4=CC(=O)CC[C@@]4(C)C3CC[C@]12C (some centres undefined)
  ?, -9%, ., 16%, -106%[inhibitor], 8%, ., 14%
- CCCN(CCC)CCc1ccc(O)c(O)c1
  -13%&2%, -11%&4%, ., 0%&-5%, -26%, 5%&3%, ., 9%&-1%
- CN(C)c1ccc(/C=C2/C(=N\O)C3CCN2CC3)cc1
  -22%, -25%, ., -1%, -6%[10 µM], 1%, ?, 1%
- CN(CCC(N)CC(=O)NC1C=CC(n2ccc(N)nc2=O)OC1C(=O)O)C(=N)N (centres undefined)
  -9%, -12%, ., 3%, -58%[inhibitor], -3%, ., -4%
- Cc1nc2ccccc2c(=O)n1-c1cccnc1
  -11%, -4%, -4%, -6%, -1%, 0%, -1%, -3%
- NC(N)=Nc1ccc2[nH]c3c(c2c1)C[C@@]1(O)[C@H]2Cc4ccc(O)c5c4[C@@]1(CCN2CC1CC1)[C@H]3O5
  1%, -4%, ., -16%, ., -1%, ., 15%
- Cc1ccc2c(c1)N(N=O)CCC2
  -1%, 1%, 2%, 2%, 8%[10 µM], -11%, -10%, 6%
- Cc1c(C=O)c2ccccc2n1Cc1ccc(F)cc1
  -1%, -4%, -13%, 6%, ., -4%, -10%, 4%
- CC(=O)c1cccc(OCC(O)CN2CC=C(c3ccccc3)CC2)c1 (centres undefined)
  ?, -7%, -12%, -5%, -8%, -8%, ?, 3%
- N#C/C(=C\c1ccc([N+](=O)[O-])cc1)c1nc(C2CC2)cs1
  ?, -24%, -3%, -1%, 5%[10 µM], 2%, -2%, 4%
- O=c1[nH]c(=O)n(CCC2=CCCCC2)c(O)c1C=NC1CCN(Cc2ccccc2)CC1
  -7%, 5%, 6%, 3%, -14%, 5%, -20%, 8%
- Cc1ccccc1-n1c(O)c(/C=N/Nc2nc3c(c(=O)n(C)c(=O)n3C)n2C)c(=O)[nH]c1=S
  ?, -14%, 1%, -7%, 13%[10 µM], ?, ?, 5%
- Cn1c(=O)oc2cc(S(=O)(=O)N3CCC(C(=O)N4CC=C(c5ccccc5)CC4)CC3)ccc21
  -11%, -13%, ?, -15%, -9%, 1%, 7%, -1%
- CCc1ccc2c(CN3CC=C(c4ccccc4)CC3)cc(=O)oc2c1
  ?, -10%, -5%, -12%, 22%[10 µM], -16%, ?, -10%
- Cc1cccc(-n2c(O)c(/C=C/C=Nc3ccccc3)c(=O)[nH]c2=O)c1
  6%, 3%, -9%, -8%, 13%[0.074 µM], -4%, 7%, -20%
- Cc1ccc(-n2c(O)c(C=Nc3ccc(S(=O)(=O)N(C)C)cc3)c(=O)[nH]c2=O)cc1
  ?, -13%, 3%, 1%, 23%[10 µM], -4%, 4%, -1%
- CC(=NCc1cccnc1)c1c(O)n(-c2ccccc2C)c(=O)[nH]c1=O
  -4%, -2%, -2%, -5%, 4%, 1%, -10%, 6%

# Record cards, as listed above:
# Cc1cccc(-n2c(O)c(/C=C/C=Nc3ccccc3)c(=O)[nH]c2=O)c1 reads Tau ThT inhib: 6%; Tau fluor cs: 3%; GAA inh: -9%; GAA spleen mod: -8%; HTT cytoprotect: 13%[0.074 µM]; Tau fibril FP: -4%; GAA glycogen mod: 7%; aGal spleen mod: -20%
# O=c1[nH]c(=O)n(CCC2=CCCCC2)c(O)c1C=NC1CCN(Cc2ccccc2)CC1 reads Tau ThT inhib: -7%; Tau fluor cs: 5%; GAA inh: 6%; GAA spleen mod: 3%; HTT cytoprotect: -14%; Tau fibril FP: 5%; GAA glycogen mod: -20%; aGal spleen mod: 8%

# Further records follow:
# Values run as follows: Tau ThT inhib, Tau fluor cs, GAA inh, GAA spleen mod, HTT cytoprotect, Tau fibril FP, GAA glycogen mod, aGal spleen mod
- O=C(c1cccn2c(=O)c3cc(Br)ccc3nc12)N1CCC2(CC1)OCCO2
  -4%, -9%, 9%, 2%, -3%, 3%, -2%, 13%
- Cc1c2cnn(CC(=O)N3CCC4(CC3)OCCO4)c(=O)c2c(C)n1Cc1ccc(F)cc1
  -2%, 2%, -4%, -1%, 0%, 1%, 2%, 2%
- C(=NC12CN3CN(CN(C3)C1)C2)c1cccs1
  2%, 3%, 6%, 2%, 1%, 4%, -2%, 7%
- CC1OC(NCCc2ccccc2)C(O)C(O)C1O (centres undefined)
  -3%, -6%, 3%, 7%, 27%[10 µM], 3%, ?, 9%
